GLS inh = qHTS for Inhibitors of Glutaminase (GLS); Glutaminase kidney isoform, mitochondrial (Homo sapiens), O94925; GLS enzymatic activity, qHTS titration; Potency, µM (top dose mostly 45.5 µM), for the others: at the top dose activity change, negative = inhibition, actives largely listed as inhibitors; 0.21% of 410,000 active; also: % is scaled to controls: 0 for no effect and ±100 for the full control effect
Target sequence (O94925 whole entry, looked up, canonical isoform): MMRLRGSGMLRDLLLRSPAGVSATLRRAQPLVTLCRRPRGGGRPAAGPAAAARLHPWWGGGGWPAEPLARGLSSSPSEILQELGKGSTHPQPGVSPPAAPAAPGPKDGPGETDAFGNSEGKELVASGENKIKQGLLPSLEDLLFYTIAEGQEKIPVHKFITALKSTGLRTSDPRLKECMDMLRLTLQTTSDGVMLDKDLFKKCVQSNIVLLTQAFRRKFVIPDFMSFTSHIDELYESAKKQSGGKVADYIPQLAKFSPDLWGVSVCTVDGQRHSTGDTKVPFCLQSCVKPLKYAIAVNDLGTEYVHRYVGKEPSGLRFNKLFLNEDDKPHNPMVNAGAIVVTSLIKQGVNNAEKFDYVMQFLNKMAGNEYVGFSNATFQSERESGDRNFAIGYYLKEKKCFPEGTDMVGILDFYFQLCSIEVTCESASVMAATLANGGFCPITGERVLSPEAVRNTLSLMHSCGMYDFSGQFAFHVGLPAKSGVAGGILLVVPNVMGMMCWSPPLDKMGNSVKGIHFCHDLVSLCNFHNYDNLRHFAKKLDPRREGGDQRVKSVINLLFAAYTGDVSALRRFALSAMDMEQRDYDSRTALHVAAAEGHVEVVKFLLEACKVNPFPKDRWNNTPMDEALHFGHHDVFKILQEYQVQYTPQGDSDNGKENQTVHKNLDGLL
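hKGA in 45 mM KH2PO4 pH 8.2, 0.02% Tween-20 with pin-transferred compounds; 1 mM L-glutamine (stock) plus glutamate oxidase/HRP/Amplex Red coupling added. Fluorescence read initially and after 30 min at RT.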
ALOX12 inh = Primary qHTS assay for inhibitors of human arachidonate 12S-lipoxygenase (ALOX12): Round 2; Polyunsaturated fatty acid lipoxygenase ALOX12 (Homo sapiens), P18054; purified 12hLO, xylenol orange hydroperoxide absorbance; Potency, µM (series often up to 108 µM), for inactives: at the top dose activity change, negative = inhibition, hits mostly inhibitors; 1.1% of 580,000 active; also: % is scaled to controls: 0 for no effect and ±100 for the full control effect
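Hydroperoxide product was detected by ferrous iron/xylenol orange as the 573 to 405 nm absorbance ratio. Arachidonic acid at 40 uM (final) was turned over for 30 min at room temperature by 150 nM human 12hLO, pH 7.0 Hepes buffer, after 15 min compound preincubation.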
RGS4 inh = Inhibitors of Regulator of G Protein Signaling (RGS) 4: qHTS. Potency, µM (titrated, usually from 114 µM), for inactives: top-dose activity change, negative = inhibition, most hits filed as inhibitors. 0.039% of 390,000 active. Regulator of G-protein signaling 4 (Homo sapiens), P49798. Transcreener GDP fluorescence polarization, RGS4-accelerated GTP hydrolysis; also: % is scaled to controls: 0 for no effect and ±100 for the full control effect; nearly all actives have a fitted effect of over 75% in size; some results filed as inactive show a strong effect at the top dose
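MLSMR compounds (23 nl, pin-transferred) preincubated 10 min at room temperature with a 500nM (2x) first reagent, then RGS4 at 900nM (2x) plus Transcreener GDP mix added; fluorescence polarization (620/688 nm) read before and after 90 min at 30 °C.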
JMJD2A Tudor inh = qHTS Assay for Inhibitors of JMJD2A-Tudor Domain | Lysine-specific demethylase 4A (Homo sapiens), O75164 | AlphaScreen JMJD2A-Tudor / H3K4me3 peptide binding | Potency, µM (titrated, usually from 114 µM), without a hit: at the top dose activity change, negative = inhibition, usual class: inhibitors | 4.4% of 390,000 active; also: % is scaled to controls: 0 for no effect and ±100 for the full control effect; nearly all actives have a fitted effect of over 50% in size
TrxR1 inh = qHTS Assay for Inhibitors of Mammalian Selenoprotein Thioredoxin Reductase 1 (TrxR1): qHTS. Thioredoxin reductase 1, cytoplasmic (Rattus norvegicus), O89049. recombinant rTrxR1, NADPH fluorescence consumption, selenite substrate. Potency, µM (titrated, usually from 114 µM), inactives show at the highest dose activity change, negative = inhibition, usual class: inhibitors. 1% of 390,000 active; also: % is scaled to controls: 0 for no effect and ±100 for the full control effect; nearly all actives have a fitted effect of over 65% in size
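Rat TrxR1 (90 nM in the dispensed reagent) was pre-reduced with 400 uM NADPH for 5 min at room temperature, then incubated with compound for 15 min. After 400 uM selenite was added, NADPH fluorescence (Ex 340/Em 450 nm) was followed for 8 min.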
Tb PGK inh = qHTS Assay to Find Inhibitors of Phosphoglycerate Kinase | Phosphoglycerate kinase, glycosomal (Trypanosoma brucei brucei), P07378 | PGK/GAPDH coupled, Kinase-Glo luminescence, 60 min | Potency, µM (doses to about 57.5 µM), inactives show at the top dose activity change, negative = inhibition, most hits filed as inhibitors | 0.043% of 380,000 active | AID 602233, 2012; also: % is scaled to controls: 0 for no effect and ±100 for the full control effect; nearly all actives have a fitted effect of over 60% in size
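Recombinant glycosomal PGK reaction used 1,3-bisphosphoglycerate generated in-well by GAPDH (100nM final) in 100mM TEA pH 7.6, 5mM MgCl2, 0.01% Tween-20. After 60 minutes at room temperature, ATP was read by Kinase-Glo Plus luminescence end-point.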
Pin1 inhibitor = qHTS Assay to Find Inhibitors of Pin1; Peptidyl-prolyl cis-trans isomerase NIMA-interacting 1 (Homo sapiens), Q13526; Pin1 FP peptide displacement, HiFluor488, 10 min; Potency, µM (doses to about 115 µM), inactives show top-dose activity, negative = inhibition, most hits filed as inhibitors; 0.009% of 390,000 active; AID 504891, 2011; active = well fitted inhibition curve with a large enough effect in the polarisation, with a control signal flat, not every such curve was filed as active; inconclusive = small, poorly fitted or top-dose-only effect, or effect the other way, or a change in a side signal; inactive = no such curve, though single readings can be large or run the other way; the % refers to the polarisation; also: % is scaled to controls: 0 for no effect and ±100 for the full control effect
Target sequence (Q13526 whole entry, looked up): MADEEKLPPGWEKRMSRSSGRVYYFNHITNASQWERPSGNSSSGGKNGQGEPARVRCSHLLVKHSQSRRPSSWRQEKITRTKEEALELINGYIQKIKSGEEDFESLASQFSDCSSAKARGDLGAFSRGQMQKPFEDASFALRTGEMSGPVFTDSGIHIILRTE
HP1b chromo inh = HTS for Inhibitors of HP1-beta Chromodomain Interactions with Methylated Histone Tails; Chromobox protein homolog 1 (Homo sapiens), P83916; AlphaScreen HP1-beta / biotin-H3K9me3 peptide binding; Potency, µM (doses to about 114 µM), for inactives: top-dose activity change, negative = inhibition, most hits filed as inhibitors; 0.56% of 390,000 active; also: nearly all actives have a fitted effect of over 70% in size; inactives centre near 23
Target sequence (P83916 whole entry, looked up): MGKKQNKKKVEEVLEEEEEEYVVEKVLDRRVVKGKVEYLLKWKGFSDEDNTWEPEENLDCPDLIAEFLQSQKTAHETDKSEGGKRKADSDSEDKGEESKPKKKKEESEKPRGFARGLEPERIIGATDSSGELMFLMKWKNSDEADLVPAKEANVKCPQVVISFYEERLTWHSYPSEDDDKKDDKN
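HP1-beta protein (50 nM final) preincubated 30 min at room temperature with biotinylated H3(1-18)K9me3 peptide (50 nM) in PBS pH 7.4, 0.01% Tween-20, then compound added for 30 min. AlphaScreen streptavidin donor/nickel chelate acceptor beads (10 ug/mL final), 30 min dark, luminescence read.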
ERG Ets-DNA blk = qHTS for Small Molecule Inhibitors of the ERG Ets/DNA interaction; Transcriptional regulator ERG (Homo sapiens), P11308; fluorescence polarization, His-ERG Ets domain / labelled DNA; Potency, µM (highest dose often 76.9 µM), without a hit: at the top dose FP activity, negative = inhibition, most hits filed as inhibitors; 0.028% of 370,000 active; AID 624246, 2012; active = well fitted inhibition curve with a large enough effect in the polarisation, with a control signal flat; inconclusive = small, poorly fitted or top-dose-only effect, or effect the other way, or a change in a side signal; inactive = no such curve, though single readings can be large or run the other way; the % refers to the polarisation;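 also: polarization taken with two DNA probes labelled with fluorescein and Texas red; % of control where 0% means no effect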
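His-tagged ERG Ets domain (1 uM in the protein solution; 300mM KCl, 50mM Tris-HCl, 1mM EDTA, 1mM DTT, pH 7.5) received compound, then a probe mix of 5 nM fluorescein-DNA and 100nM Texas-615-DNA. Fluorescence polarization was read for both dyes.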
The depositor's hits bear a star; i = inactive; u = inconclusive; x = not tested or not shown; & = joins results of further samples; [ ] = another dose, or the depositor's remark. Unless noted, calls follow the shape of the dose curve; as a rule, active = well fitted curve in the direction sought with a large enough effect; inconclusive = small, poorly fitted or top-dose-only effect, or another doubt; inactive = no such curve, though single readings can be large; an effect the other way counts as inactive or inconclusive. Potency is read from the fitted curve at half-maximal effect.

SMILES | GLS inh | ALOX12 inh | RGS4 inh | JMJD2A Tudor inh | TrxR1 inh | Tb PGK inh | Pin1 inhibitor | HP1b chromo inh | ERG Ets-DNA blk
CCC(C)c1ccc(C(C)NC(=S)NCc2ccc(F)cc2)cc1 (configuration not stated) | 14.7% | 39.8µM* | 37.4% | -2.1% | -1.5% | -2.0% | u | 50.3%[activator] | 3.9%
CCNc1ccccc(C(=O)/C=C/c2ccc3c(c2)OCO3)c1=O | -4.6% | u | u | 56.2µM* | u | 0.2% | u | u | -1.2%
CCC1CCc2nc3sc(C(=O)Nc4cccc(F)c4)c(N)c3cc2C1 (configuration not stated) | 0.5% | -13.4% | -5.8% | -9.7% | 25.1% | -3.3% | -1.2% | 38.8% | 0.8%
CCN(CC)CCCNS(=O)(=O)c1ccc(OC)cc1 | -7.7% | 10.5% | 8.3% | -8.4% | -2.5%[57.1 µM] | -0.5% | -15.7% | 0.9% | 8.0%
CNC(=O)C1(C(F)(F)F)C/C(=C\Cc2ccccc2)CCCO1 (configuration not stated) | x | x | -20.7% | -9.7% | -4.6% | x | 2.4% | 34.7% | x
CC(C)(C)C(=O)NC(=S)NNC(=O)c1sc2ccccc2c1Cl | 27.3% | x | -51.5% | u | u | -1.6% | -2.7% | u | 1.8%
O=C(Nc1ccccc1Cl)c1cc2ccccc2o/c1=N\O | 12.0% | 1.4% | -39.1%[56.9 µM] | u | -7.0% | -9.7% | 18.8% | 43.7%[activator] | -2.1%
Nc1ccnn1Cc1cccnc1 | 30.0% | -7.0% | -13.2% | 1.9% | -1.7% | i | -0.4% | 5.2% | 3.6%
N#C/C(=N/Nc1ccc(S(=O)(=O)N2CCOCC2)cc1)C(N)=O | 0.9% | -14.3% | -7.1% | -35.3% | 16.4%[57.1 µM] | i | -4.3% | u | -3.4%
COc1ccc(C(=O)NCC2CCCCC2)cc1S(=O)(=O)N1CCOCC1 | -3.0% | -11.9% | -9.1% | -8.3% | -22.1% | 9.0% | 2.4% | 14.4% | -1.7%
Cc1oc2ccccc2c1CC(=O)NCCCN(C)C | -14.6% | u | 9.5% | -21.3% | 21.3% | -8.0% | -6.2% | 59.2%[activator] | -1.3%
O=C(CCc1ccccc1)NNC(=O)Nc1ccc(Cl)cc1 | 5.4% | 0.0% | 11.7% | 16.2% | -8.4% | -4.8% | 15.9% | 42.5%[activator] | 17.9%
O=C(CCN1C(=O)C2CC=C(Cl)CC2C1=O)Nc1ccccc1O (configuration not stated) | 32.5%[activator] | 105.2% | 9.1% | -6.7% | -6.1% | 1.8% | 2.6% | 18.4% | -13.1%
Cc1ccc(S(=O)(=O)NCCc2nnc3ccc(SCc4cccc(F)c4)nn23)cc1 | -7.7% | -25.4% | -8.2% | -13.2% | 3.7% | i | 3.4% | 36.2% | -0.4%
Cc1ccc(S(=O)(=O)Nc2cccc(NC(=O)CN3CCCCC3)c2)cc1 | 7.8% | u | 37.0%[11.4 µM] | u | 2.2%[57.1 µM] | -4.0% | -3.7% | u | -5.8%

Overlap with the part before: 2 entries, then new ones.
SMILES | GLS inh | ALOX12 inh | RGS4 inh | JMJD2A Tudor inh | TrxR1 inh | Tb PGK inh | Pin1 inhibitor | HP1b chromo inh | ERG Ets-DNA blk
Cc1ccc(S(=O)(=O)NCCc2nnc3ccc(SCc4cccc(F)c4)nn23)cc1 | -7.7% | -25.4% | -8.2% | -13.2% | 3.7% | i | 3.4% | 36.2% | -0.4%
Cc1ccc(S(=O)(=O)Nc2cccc(NC(=O)CN3CCCCC3)c2)cc1 | 7.8% | u | 37.0%[11.4 µM] | u | 2.2%[57.1 µM] | -4.0% | -3.7% | u | -5.8%
COCCCNC(=O)CCC(=O)N1Cc2ccccc2Oc2ncccc21 | 2.2% | 2.0% | -8.6% | 4.9% | 9.8% | i | -0.2% | 40.9%[activator] | -2.0%
CCOCCCNC(=O)c1ccc(N2CCCC2)c(NS(=O)(=O)c2ccc(C)cc2)c1 | 1.0% | -26.3% | -0.4%[56.9 µM] | -29.0% | 10.1% | -1.1% | -2.0% | 34.1%[activator] | 5.6%
C=CCOc1ccc(/C=C/C(=O)OCC(=O)Nc2c(C)n(C)n(-c3ccccc3)c2=O)cc1 | 8.9% | 7.7% | -12.7% | 4.4% | 13.5%[57.1 µM] | -0.7% | -2.6% | 23.8% | -3.4%
Cc1cc(C)c2[nH]c(C)c(CN3CCCCCC3)c(=O)c2c1 | 1.4% | 48.4%&-12.6%[activator] | -21.3% | -11.7% | 4.2% | x | 0.0% | 70.4%[activator] | 10.1%
O=C(Cn1cnc2ccccc2c1=O)Nc1ccc2c(c1)OCO2 | -2.0% | -2.1% | -13.5% | 1.7% | 24.3% | -0.7% | -0.1% | 35.5% | 1.9%
Cc1ccc2nc(COc3cccc(NC(=O)Nc4ccc(C)c(Cl)c4)c3)cc(=O)n2c1 | 0.1% | -19.1% | 17.1% | -19.2% | 29.7%[57.1 µM] | i | -2.6% | 21.6%[57 µM] | 2.1%
CC(=O)N1CCc2cc(S(=O)(=O)NC3CCCCC3)ccc21 | -6.3% | -27.1% | 4.0% | -14.2% | 18.2% | -2.2% | -3.3% | -17.8% | 2.8%
O=C(NCC(c1cccnc1)N1CCN(c2ccccc2F)CC1)C1CCCCC1 (configuration not stated) | -0.2% | 19.5% | 2.0% | -12.2% | 5.8% | -0.5% | u | 28.9% | 1.8%
CCCCn1nc(C(=O)N(C)CC(=O)Nc2cccc(F)c2)c2ccccc2c1=O | -8.8% | u | -29.0% | -2.1% | -16.9% | i | -1.7% | 35.8% | 21.5%
O=C(Nc1cc(C(F)(F)F)ccc1-n1cncn1)c1ccc(Cl)cc1 | 13.6% | -3.8% | 6.0% | -20.7% | 7.3% | -4.5% | -1.5% | 56.5%[activator] | 5.0%
O=C(Nc1cccc(Cl)c1)c1cc2c(=O)n3ccccc3nc2s1 | -0.2% | 3.9% | 1.3% | 12.1% | 14.9% | -1.7% | 32.4%[activator] | 41.3%[activator] | 0.8%
COc1ccc(/C=N/Nc2ccccn2)c(OC)c1OC | u | 0.0% | -9.9% | -33.3% | 12.1%[57.1 µM] | -6.0% | -1.0% | 21.0% | 1.4%
CCCc1ccc(OCc2ccc(C(=O)OC)o2)c(OC)c1 | -3.3% | -16.3% | -9.6% | 74.6%[activator] | 7.4% | -6.0% | 3.7% | 120.9% | -17.1%
O=C(N/N=C/c1ccc(N2CCOCC2)cc1)C1COc2ccccc2O1 (configuration not stated) | 4.3% | 0.0% | -12.5% | -20.6% | 8.5% | i | 0.8% | 45.4%[activator] | -5.1%
O=C(COC(=O)CCOc1ccccc1)Nc1ccc(Cl)cn1 | 1.8% | u | 36.2%[11.4 µM] | 2.4%[57.1 µM] | 9.2%[57.1 µM] | 1.1% | 14.3% | 22.9% | 0.5%
CSCCCNC(=S)Nc1cccc(S(=O)(=O)NC2=NCCC2)c1 | -0.7% | -12.7% | -26.3% | -8.5%[57.1 µM] | 10.4%[57.1 µM] | 2.7% | 0.5% | 6.9% | 5.5%
COc1cc2[nH]c(=S)nc(NCC3CCCO3)c2cc1OC (configuration not stated) | -29.5% | u | -6.3% | -33.0% | u | i | 3.7% | 25.3% | 3.4%
CCc1ccccc1Nc1nc(N)nc(COC(=O)CCC(=O)c2ccc(F)cc2)n1 | -4.8% | x | -27.9% | -32.9% | 14.7% | -2.8% | 13.3% | 25.9% | -26.0%
O=S(=O)(NCC1OCCc2ccccc21)c1ccc(S(=O)(=O)N2CCOCC2)cc1 (configuration not stated) | 3.0% | 4.2% | 7.6% | -14.1% | 13.3% | x | u | 9.0% | -3.6%
Cc1ccc(NS(=O)(=O)c2cc3[nH]c(=O)c(=O)[nH]c3cc2C)c(C)c1 | 13.5% | 154.0%[activator] | -23.2% | -18.3% | 14.3%[57.1 µM] | -9.6% | -9.7% | 19.4% | 9.6%
O=C(/C=C/c1ccc(F)cc1)c1cc(Br)ccc1O | -5.2% | -6.8% | -17.0% | 22.6% | 9.3% | 0.5% | -4.5% | 42.9%[activator] | -3.8%
CCOC(=O)Cn1c(C)c(Br)c(=O)c2cccc(C)c21 | 5.2% | -10.0% | -20.7% | 106.6%[activator] | -16.5% | -1.1% | -1.0% | 162.2% | -13.5%
CCc1ccc(C2C(C(=O)Nc3ccccc3)=C(C)Nc3c(C(=O)Nc4ccc(C)cc4)cnn32)cc1 (configuration not stated) | -0.7% | 2.9% | 5.8% | -23.9% | -1.1% | 4.0% | 0.7% | 20.6% | -15.9%
CC1CCCC(C)N1C(=O)COC(=O)Cc1ccc(F)cc1 (configuration not stated) | -13.0% | -11.4% | 8.8% | -6.3% | 4.5% | -4.1% | 0.8% | 3.6% | 4.9%

Compound activity (PubChem BioAssay)

Only part of the results is shown. The share of hits here may be higher or lower than overall.
